CAL PDZ FP-1: human CAL PDZ-peptide interaction inhibition; Q9HD26; purified CAL PDZ, TMR-peptide fluorescence polarization, 1 h; inhibition, % at 20 µM; 0.02% of 330,000 active; AID 504414;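 active = highest replicate inhibition of at least 40%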;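 also: plate controls were DMSO neutral control wells for no effect and unlabeled competitor peptide control wells for full effect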
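System: purified tagged CAL PDZ domain construct (CerCALP). Schedule: 1 h incubation at room temperature before polarization reading. Medium: 25 mM sodium phosphate pH 7.4, 150 mM NaCl, TCEP, IgG, Thesit. Read-out: percent inhibition from loss of millipolarization. Measured by: FP readout, S and P plane fluorescence. Probe or stimulus: fluorescent TMR peptide probe.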
RTF Ca sens act: increases calcium sensitivity of human cardiac regulated thin filaments. P19429+P45379. IANBD-labeled TnC RTF fluorescence at EC20 calcium; 0% EC20 calcium, 100% full calcium. activation, % at 7.2 µM. 0.24% of 340,000 active. AID 493008;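 active = activation above the mean over all tested compounds plus 3 SD, cut at about 30% in these data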;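 also: rise in fluorescence read as greater calcium sensitivity of cardiac thin filaments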
Wnt act: Wnt/beta-catenin pathway activation. Wnt/beta-catenin reporter cell assay, activator, plate reader. activation, % at 9.35 µM. 1.2% of 300,000 active; in the data active = activation above about 30%, passing the limit was not always enough;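 also: 0% = neutral control wells and 100% = positive control wells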
MITF act: increases MITF-driven TRPM1 promoter luciferase signal; SK-MEL-5 TRPM1-promoter luciferase, 24 h; % of positive control, neutral wells = 0; AID 588334; 0.75% of 300,000 active; activation, % at 12.5 µM;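 active = mean activation of at least 80% with every replicate also reaching 80%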;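 also: 0% = neutral control wells and 100% = parthenolide positive control wells; values of inactives mirror those of a sister screen read the other way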
V-ATPase pH: alters yeast V-ATPase proton transport. S. cerevisiae, pHLuorin cytosolic pH fluorescence. response, % at 10 µM. 0.37% of 350,000 active. AID 504577; in the data active = response mostly above about 7.3%, no sharp cut-off; inactive = mostly below about 5.4%; also: actives read high; inactives centre near 0; some compounds called inactive have numbers as strong as hits; reference of the scale not given here
CAL PDZ FP-2: CAL PDZ (human) peptide binding inhibition | purified CAL PDZ, TMR-peptide fluorescence polarization, 1 h | inhibition, % at 24.9 µM | 0.92% of 300,000 active | AID 602252;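 active = mean inhibition of at least 30% with at least half of replicates also reaching 30%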;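 also: 0% = DMSO neutral control and 100% = excess unlabeled competitor peptide PRC23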
Tat export inh: E. coli Tat transport inhibition | 0.036% of 340,000 active | E. coli MC4100 TorA-mCherry Tat export, fluorescence | inhibition, % at 10 µM | AID 488895;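 active = mean replicate inhibition at least 50% and at least half of replicates individually reaching 50%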;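 also: exported cargo escapes ClpAP degradation while cytoplasmic cargo is degraded and loses fluorescence; 0% = median of neutral control wells and 100% = median of NaSCN control wells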
CDK5 p35 inh: inhibitors of human CDK5/p35 kinase | 0.01% of 330,000 active | Recombinant CDK5/p35, ADP-Glo luminescence, 60 min | inhibition, % at 10 µM | Q00535+Q15078;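 active = highest replicate inhibition of at least 50% and at least 75% of replicates reaching 50%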;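 also: plate controls were DMSO neutral control for no effect and GW8510 at 10 µM for full effect; many of its hits are not listed in these tables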
Rtt109 HAT inh: C. albicans Rtt109 histone acetyltransferase inhibition | Q5AAJ8 | purified Rtt109/Vps75, ThioGlo CoA-SH fluorescence, 4 h | inhibition, % at 34.9 µM | 0.16% of 330,000 active | AID 540336;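 active = inhibition of at least 50% in every replicate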
Target sequence (Q5AAJ8 whole entry, looked up): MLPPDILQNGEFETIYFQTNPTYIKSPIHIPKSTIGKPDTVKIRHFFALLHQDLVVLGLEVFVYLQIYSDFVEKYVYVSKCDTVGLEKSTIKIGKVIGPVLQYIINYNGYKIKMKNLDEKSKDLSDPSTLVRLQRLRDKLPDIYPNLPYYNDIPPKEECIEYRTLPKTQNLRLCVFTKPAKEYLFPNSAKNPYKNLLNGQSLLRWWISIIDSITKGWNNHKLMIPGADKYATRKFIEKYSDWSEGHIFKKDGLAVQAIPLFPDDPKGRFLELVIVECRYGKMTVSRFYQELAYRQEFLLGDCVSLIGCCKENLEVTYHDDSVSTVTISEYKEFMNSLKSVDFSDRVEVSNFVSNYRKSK
dFosB act: activators of mouse delta FosB homodimer; purified delta FosB, TAMRA-CDK5 oligo fluorescence polarization; percent of positive-control signal above neutral wells; activation, % at 25 µM; 0.99% of 340,000 active; AID 493131;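 active = mean activation above about 17%, with every replicate also reaching it, limit read from the data, passing the limit was not always enough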;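 also: fluorescence polarization rise as delta FosB binds a TAMRA Cdk5 AP-1 oligo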
Target sequence (P13346 whole entry, looked up): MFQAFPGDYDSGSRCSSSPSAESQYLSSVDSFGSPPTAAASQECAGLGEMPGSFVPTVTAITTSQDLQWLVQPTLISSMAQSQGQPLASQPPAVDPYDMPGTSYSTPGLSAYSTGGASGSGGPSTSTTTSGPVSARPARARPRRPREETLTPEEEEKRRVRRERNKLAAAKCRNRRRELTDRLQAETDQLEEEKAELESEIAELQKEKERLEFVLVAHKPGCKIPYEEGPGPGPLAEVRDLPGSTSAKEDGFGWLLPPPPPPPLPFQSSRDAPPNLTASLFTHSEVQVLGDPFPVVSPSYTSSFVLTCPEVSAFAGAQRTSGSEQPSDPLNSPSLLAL
* = called active by the depositor; . = not tested or not shown.

SMILES	CAL PDZ FP-1	RTF Ca sens act	Wnt act	MITF act	V-ATPase pH	CAL PDZ FP-2	Tat export inh	CDK5 p35 inh	Rtt109 HAT inh	dFosB act
CCN(CC)C(=O)CSc1nc2sc3c(c2c(=O)n1-c1ccc(C)cc1)CC(C)(C)SC3	0.1	-1	.	10	-4	2	-2	0.3	5	-24
Cc1c(C)n(C(=O)CSc2nccn2C)c2ccccc12	-1.2	-3	.	.	5	.	-11	0.4	11	-8
CC(=O)c1cccc(NC(=O)C2CC(=O)N(CCc3ccccc3)C2)c1 (stereo unspecified)	-6.3	0	-1	-10	2	-5	1	1.0	-6	-5
CC(C)(C)OC(=O)N/N=C/c1cn(-c2ccccc2)nc1-c1cccnc1	-1.1	-2	-1	21	-2	-6	-3	0.5	-10	-7
COc1ccc(NC(=O)CCN2C(=O)c3ccccc3S2(=O)=O)cc1	.	-7	.	-2	-4	-5	0	-1.5	12	-9
O=c1c2sccc2nc(SCc2cc(=O)n3ccccc3n2)n1-c1ccc(Br)cc1	-0.8	1	-1	-12	2	.	10	-0.1	3	13
CC(NC(=O)CSc1nc2ccccc2c(=O)[nH]1)c1ccccc1 (stereo unspecified)	-1.6	0	.	1	-2	2	1	0.3	-7	6
O=C(NC(=O)c1ccccc1)NC(=O)c1ccccc1	1.0	-5	.	11	-1	-5	7	-1.6	-1	-1
O=C(O)CSCCOc1ccc(OCCSCC(=O)O)cc1	0.8	-3	-2	8	3	-1	-6	-1.6	-10	3
O=C(c1ccccc1)c1cccc2ccccc12	-0.6	-2	-3	3	-1	2	-1	-0.4	0	-7

Reformatted with two lines to a compound: 6 of the compounds above
Fields: CAL PDZ FP-1	RTF Ca sens act	Wnt act	MITF act	V-ATPase pH	CAL PDZ FP-2	Tat export inh	CDK5 p35 inh	Rtt109 HAT inh	dFosB act
CC(C)(C)OC(=O)N/N=C/c1cn(-c2ccccc2)nc1-c1cccnc1
 : -1.1	-2	-1	21	-2	-6	-3	0.5	-10	-7
COc1ccc(NC(=O)CCN2C(=O)c3ccccc3S2(=O)=O)cc1
 : .	-7	.	-2	-4	-5	0	-1.5	12	-9
O=c1c2sccc2nc(SCc2cc(=O)n3ccccc3n2)n1-c1ccc(Br)cc1
 : -0.8	1	-1	-12	2	.	10	-0.1	3	13
CC(NC(=O)CSc1nc2ccccc2c(=O)[nH]1)c1ccccc1 (stereo unspecified)
 : -1.6	0	.	1	-2	2	1	0.3	-7	6
O=C(NC(=O)c1ccccc1)NC(=O)c1ccccc1
 : 1.0	-5	.	11	-1	-5	7	-1.6	-1	-1
O=C(O)CSCCOc1ccc(OCCSCC(=O)O)cc1
 : 0.8	-3	-2	8	3	-1	-6	-1.6	-10	3

Following part.
SMILES	CAL PDZ FP-1	RTF Ca sens act	Wnt act	MITF act	V-ATPase pH	CAL PDZ FP-2	Tat export inh	CDK5 p35 inh	Rtt109 HAT inh	dFosB act
COc1cc2c(cc1OC)CN(C(=S)NC(=O)c1ccccc1)CC2	-0.6	-2	0	-5	-1	4	-6	0.1	2	-3
CCC(CC)C(=O)Nc1ccc(C(=O)Nc2cc(C)on2)cc1	-2.0	-1	-1	8	0	-4	6	0.6	-7	-4
Cc1cc(C)cc(OCC(=O)OCC(=O)N2CC(=O)Nc3ccccc32)c1	-0.4	-3	0	13	-2	2	-9	-0.6	6	-9
CC(C)(C)OC(=O)N[C@H](/C=C/c1ccccc1)C(=O)OC(C)(C)C	0.7	-1	2	-8	-1	0	-4	1.4	4	-4
O=C(Nc1cccc2ccccc12)c1cc2c(cc1Br)OCO2	-0.9	-7	-1	-5	1	-1	-4	-1.3	0	-8
C[C@H](NC(=O)C1CCN(S(=O)(=O)c2ccccc2)CC1)C(=O)NCc1cccc(Cl)c1	-0.7	7	-1	1	-1	4	-4	1.2	3	-8
CCN(CC)c1nc2ccccc2[nH]1	-0.3	-6	0	4	-3	-4	0	1.7	11	0
O=C(c1cn(CC2CCCCC2)nn1)N1CCN(c2ccc(F)cc2)CC1	-0.8	-5	5	5	3	-3	-4	.	-2	-6
Cn1c(=O)c2[nH]c(Nc3ccccc3)nc2n(C)c1=O	1.6	3	-8	34	5	-1	1	0.9	-13	-4
C/C(=C/Cc1c(O)cc2oc(C)cc(=O)c2c1O)COC1OC(CO)C(O)C(O)C1O (stereo unspecified)	-1.4	-6	1	-4	1	-1	2	-2.4	-1	6

Entries above containing an NH in an aromatic ring (3):
SMILES	CAL PDZ FP-1	RTF Ca sens act	Wnt act	MITF act	V-ATPase pH	CAL PDZ FP-2	Tat export inh	CDK5 p35 inh	Rtt109 HAT inh	dFosB act
CC(NC(=O)CSc1nc2ccccc2c(=O)[nH]1)c1ccccc1 (stereo unspecified)	-1.6	0	.	1	-2	2	1	0.3	-7	6
CCN(CC)c1nc2ccccc2[nH]1	-0.3	-6	0	4	-3	-4	0	1.7	11	0
Cn1c(=O)c2[nH]c(Nc3ccccc3)nc2n(C)c1=O	1.6	3	-8	34	5	-1	1	0.9	-13	-4

Next part.
SMILES	CAL PDZ FP-1	RTF Ca sens act	Wnt act	MITF act	V-ATPase pH	CAL PDZ FP-2	Tat export inh	CDK5 p35 inh	Rtt109 HAT inh	dFosB act
O=C(CNc1cccc(S(=O)(=O)N2CCCC2)c1)Nc1ccc(F)cc1F	0.4	-7	-1	-9	0	-7	-8	0.5	0	-1
Cc1ccc(CNC(=O)COc2cccc3c2OC(C)(C)C3)cc1	-2.3	7	-3	8	1	-5	4	-1.5	-4	-2
Cc1n[nH]c(C)c1CCNC(=O)C1CCC(=O)N(CCc2cccc(F)c2)C1 (stereo unspecified)	-2.6	3	-1	7	-5	-2	-7	0.5	2	-13
O=c1c(N2CCOCC2)coc2ccccc12	-3.4	1	2	-9	-4	-1	-13	-2.3	4	-6
C[C@H](CO)N1C[C@H](C)[C@@H](CN(C)C(=O)Nc2ccc(C(F)(F)F)cc2)Oc2c(NC(=O)Cc3ccccc3)cccc2C1=O	-0.7	0	-5	-10	6	-4	1	0.0	14	-3
Cc1c(NC(=O)c2cc3c(=O)n4ccccc4nc3s2)c(=O)n(-c2ccccc2)n1C	-2.5	1	1	8	-3	0	2	-1.4	34	-1
Cc1ccc(NS(=O)(=O)c2ccc(OCC(=O)Nc3cccc([N+](=O)[O-])c3)c(C)c2)cc1	-0.3	0	1	-14	1	-7	15	-1.9	4	-2
COc1cc([C@@H]2c3cc4c(cc3[C@H](O)[C@H]3COC(=O)[C@H]23)OCO4)cc(OC)c1OC	-0.6	3	-20	-59	4	-4	2	0.9	13	1
O=C(NCC(=O)N1CCc2ccccc2C1)c1ccc(Cl)cc1Cl	0.9	11	2	6	1	2	-3	1.5	0	-4
COc1ccc(/C(C)=N/Nc2ncc(Cl)cc2Cl)c(O)c1	1.3	0	5	-8	5	-2	-6	-3.7	-3	-3
Cc1ccc(S(=O)(=O)CC(=O)N2CCN(c3ccc([N+](=O)[O-])cc3)CC2)cc1	0.0	4	-3	8	-4	-3	-1	1.7	-5	-4
CCOc1ccc(Nc2nc(N)nc(CSC(=S)N3CCOCC3)n2)cc1	-1.0	10	6	34	2	.	-2	0.2	3	-14
c1ccc(-c2ccccc2OCCCN2CCCCC2)cc1	-1.6	-1	-1	4	1	0	-2	-0.3	8	1
CCC(C)(C)c1nnc(NC(=O)c2ccc([N+](=O)[O-])cc2)s1	1.5	2	4	67	-1	-1	-3	0.6	8	4
COc1ccc(-c2csc(NCCc3nc4cc(C(=O)NCCCO)ccc4n3Cc3ccc(C)cc3)n2)cc1	1.3	-1	-3	-1	1	-1	4	-1.5	1	2
CC(c1ccncn1)N(C)Cc1nc(Cc2ccccc2F)no1 (stereo unspecified)	-2.8	-1	0	-3	2	-1	-2	3.5	18	-10
Cc1noc(C)c1C(=O)N1CCN(CCc2ccccc2)CC1	-2.2	4	.	13	-1	.	5	0.1	24	-5
O=C(c1cc(F)ccc1F)C1CCCN(C(=O)CCc2cnccn2)C1 (stereo unspecified)	0.3	-4	-2	1	-3	1	0	-0.4	3	-4
COc1cccc(NC(=S)NC(=O)Cc2ccc(Cl)cc2)c1	.	-2	0	15	-4	-2	6	1.9	-4	-11
C=CCNC(=O)C1CCN(S(=O)(=O)c2ccc(Br)cc2)CC1	-0.6	1	.	-3	1	-1	0	-0.2	-4	6
Cn1nc(C(F)(F)F)c2cc(C(=O)NC3CC3)sc21	0.5	3	.	16	0	-3	3	2.1	5	-10
CCOC(=O)C1=C(CSc2nc(-c3ccccc3)ccc2C#N)OC(N)=C(C#N)C1c1cccnc1 (stereo unspecified)	-2.6	15	.	49	1	-2	0	-1.7	-6	-14
O=C(NCc1cccs1)C(NS(=O)(=O)c1cccc2nsnc12)c1ccccc1 (stereo unspecified)	-1.0	-1	-3	.	4	1	-10	-0.9	-1	-7
O=C(CSc1nc(Nc2ccccc2)nc(N2CCOCC2)n1)Nc1ccc(Br)cc1F	-0.3	5	-1	10	-3	.	-4	-5.3	-1	5
Cc1cc(C)n2cc(CSc3nc4ccccc4s3)nc2n1	-1.1	-3	.	42	-2	-4	-9	.	9	-11
COc1ccccc1CNC(=O)COC(=O)c1nccnc1N	-1.4	0	7	-5	-5	-5	-6	0.1	-5	-6
CC(C)(C)c1nc2ccc(NS(=O)(=O)c3ccc(F)c(F)c3F)cc2[nH]1	-1.3	-3	-1	2	-1	1	-2	0.1	5	-9
O=C(Nc1cc(Cl)ccc1-n1cncn1)c1ccc(Br)o1	-2.6	-2	-1	-27	-2	-5	-3	0.0	2	36*
CCOc1ccccc1NC(=O)C(=O)NCCC1=CCCCC1	-2.1	4	0	9	0	-2	6	2.8	-10	2
CCOc1ccc(C2c3c(oc4ccccc4c3=O)C(=O)N2CCCN2CCOCC2)cc1 (stereo unspecified)	.	2	.	7	-5	-1	-6	-0.4	-7	-2
CC(Oc1cccc(Br)c1)C(=O)Nc1cccc(S(=O)(=O)N2CCOCC2)c1 (stereo unspecified)	-1.0	1	-3	-2	1	.	10	-0.1	5	-5
O=S(=O)(c1ccc2c(c1)OCO2)N1CCN(c2nnnn2-c2ccccc2)CC1	.	-6	.	-1	1	-6	-6	0.4	11	25*
Cc1cc(C)n2c(SCC(=O)NC3CCCC(C)C3C)nnc2n1 (stereo unspecified)	0.5	0	-1	5	1	-3	-1	-1.8	13	-5
O=C(C1COc2ccccc2O1)N1CCN(c2ccc(F)cc2)CC1 (stereo unspecified)	-1.8	0	-1	2	-4	-4	2	2.3	0	5
COc1ccc(N2C(=O)C3CCCN3C2c2ccccc2Cl)cc1 (stereo unspecified)	-0.9	3	-1	3	-3	-3	-3	1.0	-5	9
Cc1c(Cl)cccc1NC(=O)CSc1nnc(C)n1-c1ccccc1	-2.0	4	.	9	-2	-5	5	-2.7	-2	-2
O=C(O/N=C\c1ccc(N2CCOCC2)c([N+](=O)[O-])c1)c1ccc(F)cc1	0.4	8	.	-17	-28	-4	1	-0.3	15	-16

Screening data: PubChem BioAssay, several laboratories
